MsrA inh = bovine MsrA inhibition; purified bovine MsrA, absorbance read-out; inhibition, % at 15.5 µM; hit rate 0.75% among 360,000; AID 651718; in the data active means inhibition above about 4.5%;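 further: 0% = vehicle wells with enzyme and 100% = reference inhibitor wells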
FAS-TE inh = inhibitors of human fatty acid synthase thioesterase domain; P49327; recombinant FAS-TE, OMFH fluorogenic substrate, fluorescence endpoint; inhibition, % at 15 µM; hit rate 0.67% among 360,000; AID 602261;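 active means compounds whose normalised, plate-corrected inhibition of enzyme fluorescence in the single-dose primary screen is 50% or more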;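 further: 0% = DMSO with enzyme and 100% = substrate without enzyme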
MLLE-PAM2 inh = blocks PAM2 peptide binding to the PABP1 MLLE domain; P11940; GST-MLLE / FITC-PAM2 fluorescence polarization; inhibition, % at 20 µM; hit rate 0.36% among 360,000; AID 588489; in the data active means inhibition above about 35%, passing the limit was not always enough;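 further: plate controls were DMSO wells with GST-MLLE for no effect and wells lacking GST-MLLE protein for full effect; some results filed as inactive read as strong as hits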
Target sequence (P11940 whole entry, looked up, the tested form may be a part): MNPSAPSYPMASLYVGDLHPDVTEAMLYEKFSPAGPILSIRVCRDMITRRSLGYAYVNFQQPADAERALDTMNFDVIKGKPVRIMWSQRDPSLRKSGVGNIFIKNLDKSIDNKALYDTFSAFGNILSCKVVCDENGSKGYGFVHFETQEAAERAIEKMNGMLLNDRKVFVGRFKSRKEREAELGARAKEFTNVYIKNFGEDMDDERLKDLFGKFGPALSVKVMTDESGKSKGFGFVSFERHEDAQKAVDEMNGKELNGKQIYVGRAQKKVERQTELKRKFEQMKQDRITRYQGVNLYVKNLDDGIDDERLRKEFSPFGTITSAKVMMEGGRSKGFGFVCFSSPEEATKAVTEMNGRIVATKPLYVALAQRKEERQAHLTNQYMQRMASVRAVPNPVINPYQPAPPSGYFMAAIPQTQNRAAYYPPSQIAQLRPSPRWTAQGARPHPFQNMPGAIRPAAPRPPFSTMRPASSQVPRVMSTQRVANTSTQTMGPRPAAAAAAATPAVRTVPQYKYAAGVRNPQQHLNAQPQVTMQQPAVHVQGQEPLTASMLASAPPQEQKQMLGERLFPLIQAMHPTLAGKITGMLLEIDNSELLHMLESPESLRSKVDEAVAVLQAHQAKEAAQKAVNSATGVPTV
SKN-1 inh = blocks SKN-1 activity in C. elegans; hit rate 0.49% among 360,000; inhibition, % at 21.8 µM; C. elegans VP596 Pgst-4::GFP/RFP ratio, acrylamide-induced, 24 h;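 active means interference check ratio from 0.5 to 1.5 plus GFP to RFP signal ratio inhibition reaching or exceeding a fixed threshold, cut at about 30% in these data, passing the limit was not always enough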; further: some compounds called inactive have numbers as strong as hits
eLon inh = inhibits E. coli Lon protease; P0A9M0; purified E. coli Lon protease, fluorescence polarization; inhibition, % at 7.94 µM; hit rate 0.42% among 360,000; in the data active means inhibition above about 13%, passing the limit was not always enough;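 further: 0% = enzyme with probe and DMSO and 100% = no enzyme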
TbMetRS inhib = blocks T. brucei methionyl-tRNA synthetase activity; purified T. brucei MetRS, ATP depletion, Kinase-Glo luminescence; inhibition, % at 11.9 µM; hit rate 0.4% among 360,000;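 active means inhibition above a per-plate cutoff of the control wells' mean inhibition plus 3 SD, cut at about 5.5% in these data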;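 further: 0% = DMSO wells median and 100% = median of wells with control inhibitor compound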
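Dosing: 11.9 µM compound single dose, 0.9% DMSO; Assay system: purified T. brucei MetRS enzyme; Measured by: Kinase-Glo luciferase luminescence reporting remaining unconsumed ATP; Schedule: 15 min plus 2 h at 25 °C.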
MT1-MMP act inh = MT1-MMP (human) activation inhibition; HT1080 RFP-PRO-GFP cells, GFP/RFP ratio fluorescence, overnight; percent of plate control window, DMSO zero; GFP/RFP ratio change, % at 20 µM; hit rate 0.061% among 360,000; AID 651647;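 active means GFP/RFP ratio change of at least 30% with cell ATP level not reduced by more than half and red fluorescence within 50% of control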; further: strong numbers were not always called active
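Compound: 20 µM single dose, 1% DMSO / System: HT1080 RFP-PRO-GFP cells / Controls: DMSO and RFP-L50D-GFP cell wells / Read-out basis: GFP/RFP fluorescence ratio / Schedule: overnight compound exposure at 37 °C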
bovine MsrA act = activates bovine MsrA enzyme. purified bovine MsrA, absorbance read-out. activation, % at 10.6 µM. hit rate 0.3% among 360,000. AID 602163; in the data active means activation above about 7.5%;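 further: 0% = vehicle and 100% = reference activator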
NRP1-CendR mod = alters CendR peptide binding to human NRP-1. O14786. FAM-RPARPAR peptide binding to NRP-1, fluorescence polarization. inhibition, % at 25 µM. hit rate 0.85% among 360,000;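 active means inhibition or corrected inhibition above about 18%, plus a signal ratio from 0.5 to 1.5, limit read from the data, passing the limit was not always enough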; further: strong numbers were not always called active
Active calls of the source: *; x = no result given.

SMILES | MsrA inh | FAS-TE inh | MLLE-PAM2 inh | SKN-1 inh | eLon inh | TbMetRS inhib | MT1-MMP act inh | bovine MsrA act | NRP1-CendR mod
O=C(O)CCNc1nc(-c2ccccc2)nc2ccccc12 | 2.1 | -8 | 1 | 15 | -5 | -0.2 | 1 | -5 | 10
CC(=O)Nc1ccc(Nc2ncnc3c2nnn3Cc2ccccc2Cl)cc1 | 0.4 | 0 | 6 | 10 | 4 | -1.5 | 4 | -11 | 10
CCOc1ccc(N2C(=O)CC(Sc3ncccn3)C2=O)cc1 (centres undefined) | -0.4 | -5 | 29 | 9 | 2 | -0.4 | 1 | -3 | -2
CCC(CC)C(=O)N(C)c1c(C)nc2c(OCC(=O)N(C)C)cccn12 | 0.5 | -6 | 3 | 3 | 3 | -0.3 | -1 | -2 | 4
COc1ccc(NC(=O)CNC(=O)c2ccco2)cc1S(=O)(=O)Nc1cc(C)ccc1Br | 0.3 | 7 | 3 | 0 | -7 | -0.1 | 3 | 1 | -9
COc1cc(C(=O)OC(C)CN2CCCC2)cc(OC)c1OC (centres undefined) | -1.0 | -6 | -2 | -14 | -5 | -0.1 | -7 | -2 | -5
CCCCCC(=O)Nc1nc(C)c(-c2csc(Nc3cc(OC)ccc3OC)n2)s1 | -0.2 | 15 | -17 | 20 | 11 | -0.3 | -1 | -1 | 2
COc1ccc(NC(=O)CCN2CCN(S(=O)(=O)c3cc(Cl)ccc3OC)CC2)cc1 | -0.2 | 2 | -5 | 7 | -2 | -0.8 | 5 | -2 | 7
Cc1cc(Br)c(NC(=O)CSc2n[nH]c(N)n2)c(Br)c1 | -0.4 | -20 | -13 | 11 | 2 | -0.2 | 1 | -3 | -6
CC(=O)c1cccc(NC(=O)COC(=O)c2ccc(S(C)(=O)=O)c([N+](=O)[O-])c2)c1 | 1.6 | -1 | -30 | -7 | 16 | 1.5 | -5 | -9 | -1
CCn1cc(C(=O)OC)c(=O)c2cc(S(=O)(=O)N(C)C3CCCCC3)ccc21 | 2.0 | 0 | -22 | -2 | 0 | 1.2 | 2 | -4 | 4
COc1ccc(N2CCN(S(=O)(=O)CCNC(=O)C3CCCCC3)CC2)cc1 | -0.5 | -5 | 2 | -3 | -8 | 0.0 | 4 | -3 | 8
CCCCn1c(N)c(N(CCOC)C(=O)C2CC(=O)N(c3cccc(SC)c3)C2)c(=O)[nH]c1=O (centres undefined) | -0.2 | -5 | -15 | 13 | -8 | -0.1 | -2 | -1 | -9
CCc1ccc(S(=O)(=O)Nc2cc3c(cc2C)n(C)c(=O)n3C)cc1 | -1.1 | 28 | 5 | 8 | -8 | 0.4 | -5 | -3 | 6
COc1ccccc1N1CCN(C(=O)Nc2cccc(C)c2)CC1 | 1.0 | -7 | -1 | 7 | -7 | -0.9 | 9 | 0 | -12
O/N=C/c1ccc(OCc2ccccc2F)c(Cl)c1 | -0.2 | -15 | 3 | -1 | -15 | 0.0 | 1 | -4 | -15
C[C@H](CO)N1C[C@H](C)[C@@H](CN(C)Cc2cccc(C(=O)O)c2)Oc2cc(Br)ccc2S1(=O)=O | 0.5 | -6 | -3 | 7 | -5 | -1.3 | 1 | -4 | -2
Cc1cccc(/C=N\NC(=O)c2ccc(Cl)cc2)c1O | 1.9 | 15 | -8 | -1 | 6 | -0.7 | -7 | -5 | -8
C=CCc1cccc(/C=N/NC(=O)c2ccccc2Br)c1O | -0.6 | 39 | 2 | 14 | 7 | -0.5 | -8 | -3 | 0
Cc1cc(=O)n2nc(N3CCC(C(=O)N4CCN(c5ccccc5)CC4)CC3)sc2n1 | -0.4 | -9 | -37 | 4 | -5 | 1.0 | -1 | -1 | 7
COc1cc(OC)cc(C2C(C#N)=C(N)Oc3n[nH]c(-c4cccnc4)c32)c1 (centres undefined) | 1.1 | -3 | 14 | 9 | -6 | 2.4 | 1 | -3 | -8
CCOc1ccc(/C=C2\SC(=S)N(NS(=O)(=O)c3ccc(C)cc3)C2=O)cc1OC | -0.8 | 11 | 12 | -6 | -1 | 0.7 | 1 | -3 | -8
c1ccc2c(c1)nc(N1CCCCC1)c1ccccc12 | -0.6 | 22 | 10 | 23 | 7 | -0.1 | 0 | -2 | -2
CC1CCN(C(=O)c2[nH]cnc2C(=O)N[C@H](C)c2ccccc2)CC1 | -1.2 | -9 | 2 | 2 | -4 | 0.1 | 3 | -1 | -2
O=C(COc1coc(CN2CCN(c3ccccc3F)CC2)cc1=O)N1CCc2ccccc21 | -1.2 | -2 | 4 | -7 | 7 | -0.6 | 1 | -6 | -6
O=C(NCc1ccc(F)cc1)c1ccccc1OCc1ccccc1 | 0.7 | 21 | 5 | 3 | -9 | 0.1 | -12 | -2 | -1
Cn1c(SCC(=O)N2CCOCC2)nnc1-c1ccncc1 | 0.0 | -1 | -11 | 7 | -3 | 0.0 | 0 | -8 | -3
CCOC(=O)N1CCN(S(=O)(=O)Cc2ccccc2)CC1 | -0.8 | -3 | 4 | 20 | 4 | -0.7 | 1 | -2 | -9
CC(=O)Nc1ccc(SCC(=O)N2CCN(S(=O)(=O)c3ccccc3)CC2)cc1 | 0.0 | -6 | 13 | 7 | 0 | -0.8 | 3 | -3 | -4
CS(=O)(=O)N1CCC(C(=O)Nc2ccc(C(N)=O)cc2)CC1 | -0.4 | -6 | -15 | -7 | -7 | -0.1 | -2 | 4 | 9
O=C(OCC#CCSc1nnc(-c2ccncc2)o1)c1cccs1 | -1.6 | -4 | -14 | 3 | 5 | 0.0 | 0 | 0 | -9
COc1ccc(CCn2c(=S)[nH]c3cc(C(=O)N4CCOCC4)ccc3c2=O)cc1OC | -1.6 | -7 | -29 | -2 | -5 | -0.2 | 8 | 3 | -5
CC(=O)Nc1ccc(CCNC(=O)c2ccc3ccccc3c2O)cc1 | 1.9 | -1 | -2 | 2 | -20 | -0.3 | 11 | -5 | -2
CC[C@@]1(C(=O)OC)N[C@H](CN(C)C(=O)Nc2ccc(Cl)cc2)[C@@H]2C(=O)N(C)C(=O)[C@@H]21 | 2.7 | -9 | 2 | 6 | 6 | 0.1 | 2 | -2 | 5
O=C(CN1CCCC1)NN=C(c1ccccc1)c1ccccc1 | -0.5 | -12 | -2 | -5 | -1 | -1.2 | -2 | -8 | 7
CCn1c(SCC(=O)Nc2nc3c(s2)CCCC3)nnc1-c1ccccc1 | -0.3 | 1 | -2 | 2 | 1 | -0.7 | -1 | -3 | 2
CCN(CC)c1ccc(NC(=O)CSc2nc(C3CC3)nc3ccccc23)cc1C | -0.2 | 7 | -8 | 21 | -4 | -0.8 | -14 | 0 | 10
O=C(COc1ccc([N+](=O)[O-])cc1)Nc1cccc(C(=O)Nc2ccccc2C(=O)O)c1 | 3.1 | 18 | 4 | -18 | 5 | 0.1 | 1 | -10 | -31
CC(=O)Nc1ccc(NC(=O)CSc2ncnn2-c2ccccc2)cc1 | 1.9 | -5 | 4 | -6 | -5 | -0.4 | -15 | -3 | 11
CCOC(=O)CSc1nc(-c2ccccc2)cc(C(F)(F)F)n1 | 1.0 | 9 | -1 | 9 | -9 | -1.2 | -2 | -3 | -1
CN(C(=O)CSc1ccccc1C(=O)O)C1CCCCC1 | -0.3 | -8 | 2 | 4 | 0 | 0.1 | 3 | 0 | -4
CCc1nn(CC(=O)N2CCN(Cc3ccc4c(c3)OCO4)CC2)c(=O)c2cc3occc3n12 | 0.1 | -5 | 6 | -24 | 6 | -0.4 | -2 | -3 | -14
Cc1cc(C)n(C(C)n2nc(C)cc2C)n1 | -0.7 | -10 | 12 | -21 | -1 | -0.2 | -2 | -1 | -7
COc1ccc(-n2nnnc2SCC(=O)NC(=O)Nc2ccc3c(c2)OCCO3)cc1 | -0.1 | 7 | -23 | -4 | 3 | -0.3 | 4 | 5 | 3
CC1(C)Cc2cccc(OC(=O)NCCc3ccc(F)cc3)c2O1 | -0.9 | -3 | x | 17 | 0 | -0.2 | 6 | 0 | -5
COc1ccc(C2C(=O)N(C3CCCCC3)CC(=O)N2CC2COc3ccccc3O2)cc1 (centres undefined) | 0.1 | 16 | -2 | 4 | 1 | 0.0 | -8 | -2 | 4
CCCCn1c(N)c(N(CC(C)C)C(=O)c2cc(Br)c(Br)s2)c(=O)[nH]c1=O | 1.9 | 1 | 13 | 9 | -19 | -0.2 | -6 | 6 | 10
COc1ccccc1-c1nc(SCC(=O)NCc2ccco2)c2c(=O)n(C)c(=O)n(C)c2n1 | 0.3 | -2 | 2 | 15 | 1 | -0.5 | -10 | -3 | -19
CCOC(=O)c1nn(C)c(C)c1Cl | -1.9 | -15 | 3 | -12 | 0 | -0.2 | -4 | 2 | 0
CC1(C)CC(=O)/C(=C(/O)CCCN2C(=O)c3ccccc3C2=O)C(=NC(C)(C)C)C1 | -0.2 | 1 | 12 | 2 | 0 | 0.6 | 0 | -3 | -16

Retrieved by compound from the entries so far:
SMILES | MsrA inh | FAS-TE inh | MLLE-PAM2 inh | SKN-1 inh | eLon inh | TbMetRS inhib | MT1-MMP act inh | bovine MsrA act | NRP1-CendR mod
CCCCn1c(N)c(N(CCOC)C(=O)C2CC(=O)N(c3cccc(SC)c3)C2)c(=O)[nH]c1=O (centres undefined) | -0.2 | -5 | -15 | 13 | -8 | -0.1 | -2 | -1 | -9
CCOC(=O)CSc1nc(-c2ccccc2)cc(C(F)(F)F)n1 | 1.0 | 9 | -1 | 9 | -9 | -1.2 | -2 | -3 | -1

4 of the compounds above, with two lines to a compound:
Below each compound: MsrA inh | FAS-TE inh | MLLE-PAM2 inh | SKN-1 inh | eLon inh | TbMetRS inhib | MT1-MMP act inh | bovine MsrA act | NRP1-CendR mod
CCCCn1c(N)c(N(CC(C)C)C(=O)c2cc(Br)c(Br)s2)c(=O)[nH]c1=O
    1.9 | 1 | 13 | 9 | -19 | -0.2 | -6 | 6 | 10
COc1ccccc1-c1nc(SCC(=O)NCc2ccco2)c2c(=O)n(C)c(=O)n(C)c2n1
    0.3 | -2 | 2 | 15 | 1 | -0.5 | -10 | -3 | -19
CCOC(=O)c1nn(C)c(C)c1Cl
    -1.9 | -15 | 3 | -12 | 0 | -0.2 | -4 | 2 | 0
CC1(C)CC(=O)/C(=C(/O)CCCN2C(=O)c3ccccc3C2=O)C(=NC(C)(C)C)C1
    -0.2 | 1 | 12 | 2 | 0 | 0.6 | 0 | -3 | -16

Compound activity from PubChem BioAssay.

Rows were taken by chance; about 4% have a hit in one of these screens.
